High-throughput results: PubChem, Broad Institute
PGC1a acetyl inh – modulators of PGC1a acetylation; U2OS PGC1a acetylation, AlphaScreen anti-acetyl-lysine; with virally co-expressed GCN5 acetyltransferase; inhibition, % at 15.6 µM; 350,000 tested, 0.17% active;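 active means every replicate shows inhibition of at least 40%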;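 further: 0% = neutral control wells and 100% = positive control wells; some results beyond the cut were filed as inactive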
Statin myotox sup – suppression of simvastatin myotoxicity; C2C12 myotubes + simvastatin, ATP luminescence, 48 h; scaled: DMSO 0, geranylgeraniol control 100; rescue of ATP level, % at 7.49 µM; 330,000 tested, 0.78% active;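 active means mean ATP rescue above about 67%, or every replicate alone reaching that limit, limit read from the data, passing the limit was not always enough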;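 further: myotubes were challenged with 10 µM simvastatin during compound exposure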
LGR2 inh – Drosophila LGR2 receptor signaling inhibition. inhibition, % at 9.99 µM. HEK293 LGR2, CRE-luciferase, bursicon-stimulated, 4 h. 380,000 tested, 0.35% active. AID 720647;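 active means drop in luminescence signal, shown as inhibition above about 50% in the replicate tests, limit read from the data, passing the limit was not always enough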;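 further: agonist challenge used bursicon conditioned medium at about half maximal strength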
SIRT5 inh – blocks human SIRT5 desuccinylation of peptide; Purified SirT5, succinyl-peptide AMC, trypsin-coupled fluorescence; inhibition, % at 15 µM; 330,000 tested, 1.1% active; in the data active means inhibition above about 15%
Target sequence (Q9NXA8 whole entry, looked up): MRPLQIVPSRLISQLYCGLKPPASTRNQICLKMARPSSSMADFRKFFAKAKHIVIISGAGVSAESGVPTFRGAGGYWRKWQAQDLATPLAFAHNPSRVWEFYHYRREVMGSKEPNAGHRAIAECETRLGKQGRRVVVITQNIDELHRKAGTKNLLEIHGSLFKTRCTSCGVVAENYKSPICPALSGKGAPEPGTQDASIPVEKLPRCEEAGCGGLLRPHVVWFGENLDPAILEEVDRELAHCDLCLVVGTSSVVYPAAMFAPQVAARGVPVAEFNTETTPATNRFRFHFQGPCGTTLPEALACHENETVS
S100A4 MyoIIA – S100A4-myosin IIA interaction inhibition. 360,000 tested, 0.14% active. inhibition, % at 10.7 µM. S100A4/TAMRA-MyoIIA peptide fluorescence polarization;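 active means mean inhibition of at least 70% across replicates, with every replicate also reaching that level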
Target sequence (P26447 whole entry, looked up): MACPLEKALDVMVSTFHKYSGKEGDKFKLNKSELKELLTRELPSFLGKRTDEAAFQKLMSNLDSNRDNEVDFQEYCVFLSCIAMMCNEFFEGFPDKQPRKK
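assay system = human S100A4 monomer with TAMRA-labelled myosin IIA peptide | also added = labelled myosin peptide probe, 5 nM | incubation = 5 min between mix addition and reading | control set = DMSO and TFP controls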
XiGFP reactiv – X-chromosome reactivation activator; AID 743238; activation, % at 7.58 µM; 360,000 tested, 0.055% active; XiGFP mouse fibroblasts, % GFP-positive cells imaging, 3 d; cells co-treated with 5-aza-dC sensitizer; scaled so ellipticine positive control = 100%;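 active means mean normalized replicate activation at least 10% and every replicate at or above 10%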;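 further: 0% = median of on-plate neutral control wells and 100% = ellipticine 6 µM median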
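material = 68-5-11 XiGFP fibroblast line | medium = DMEM plus 5-aza-dC sensitizer | schedule = 3 days compound exposure | benchmarks = positive control ellipticine, 6 µM final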
ERAP1 inh – inhibitors of human ERAP1 aminopeptidase; recombinant ERAP1, Leu-AMC fluorescence, 60 min; inhibition, % at 10.7 µM; 340,000 tested, 0.15% active; AID 652197;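 active means mean replicate inhibition of at least 30%, or all replicates individually reaching that 30% level; inactive means mean below 30% and not every replicate reaching it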;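 further: 0% = neutral control wells and 100% = L-leucinethiol positive control wells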
Cneo AK release – causes C. neoformans cell lysis | adenylate kinase release luminescence, 4 h; normalised: neutral wells 0, clomiphene wells 100 | lysis activity, % at 15 µM | 360,000 tested, 0.2% active | AID 651654;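 active means mean lysis activity across replicates of at least 80%, whatever share of replicates individually reach that level; inactive means mean lysis activity below 80%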
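Material – log-phase Cryptococcus neoformans yeast cells · Input – 5 × 10^6 yeast cells/mL · Medium – fresh YPD growth medium · Doses – single compound concentration per well · Timing – static 4 h at 37 °C with compound, 1 h detection · Detection – adenylate kinase release luminescence · Read-out – signal increase indicating cell lysis · Control set – Clomiphene as positive lysis control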
Starred values were filed as active, the others as inactive; x = not tested or not shown; & = joins results of further samples.

SMILES	PGC1a acetyl inh	Statin myotox sup	LGR2 inh	SIRT5 inh	S100A4 MyoIIA	XiGFP reactiv	ERAP1 inh	Cneo AK release
O=C1NC(Cc2ccc(O)cc2)c2nc3cc(F)ccc3c(=O)n2-c2cc3ccccc3cc21 (centres undefined)	x	-12	26	x	-5	0.0	3	-3
NS(=O)(=O)c1ccc2ccccc2c1	-3	17	5	-1	-5	0.0	-6	5
Cn1cnc(CCNC(=O)C[C@@H]2CC[C@@H]3[C@H](COC[C@@H](O)CN3C(=O)Nc3ccc(F)cc3)O2)c1	3	2	-9	0	3	0.2	-1	11
O=C(C[C@@H]1CC[C@H]2[C@@H](COC[C@H](O)CN2S(=O)(=O)c2ccc(F)cc2)O1)NCc1ccc(Cl)c(Cl)c1	4	6	-3	2	-12	0.3	2	7
Cc1ccc(NC(=O)Cn2nnc(C(=O)NCc3cccs3)c2N)cc1F	8	9	7	-4	0	0.1	-3	4
CC1CCN(C(=O)COC(=O)c2ccccc2NC(=O)c2ccco2)CC1	x	x	-22	0	1	-0.2	-4	x
COc1cccc(-c2ccc([C@@H]3[C@H](CO)N4CCCCN(Cc5cncnc5)C[C@@H]34)cc2)c1	1	7	0	x	x	0.0	x	-1
CN(C)C(=O)c1cccc(-c2cccc(-c3nc(C(=O)NCc4ccccc4)cc4c3[C@H](CCO)N(S(=O)C(C)(C)C)C4)c2)c1 (some centres undefined)	16	4	18	6	-30	0.1	-3	4
Cc1ccc(/C=N/NC(=O)c2cc(-c3ccncc3)nc3ccccc23)o1	-3	-28	-5	-4	6	0.1	-4	0
COc1cccc(NC(=O)c2nn(C)c(C(=O)Nc3cccc(OC)c3)c2[N+](=O)[O-])c1	x	-1	6	-1	-5	0.0	0	0
COc1ccc(C(CNC(=O)c2cc(S(=O)(=O)N3CCCC3)ccc2Cl)N2CCCC2)cc1 (centres undefined)	10	12	10	-2	-2	1.2	2	-2
COc1cc(CN2CCC(Cc3ccccc3)CC2)cc([N+](=O)[O-])c1O	-11	-1	-7	1	-1	0.3	-5	-1
O=C(Cc1c[nH]c2ccccc12)Nc1ccc(Nc2cccnc2)c(-c2cccc(Cl)c2)c1	x	x	8	x	-1	0.4	-2	x
CCOc1ccc(C(=O)Cn2cnc3ccccc3c2=O)cc1	x	10	-61	-6	2	0.2	-4	-9
C[C@@H]1CN([C@H](C)CO)C(=O)Cc2cc(NS(=O)(=O)c3ccc(Cl)cc3)ccc2O[C@@H]1CN(C)Cc1ccc(Cl)c(Cl)c1	-8	54	-9	16*	-12	-0.2	-1	-6
C[C@@H]1CN([C@H](C)CO)C(=O)c2cc(NS(=O)(=O)c3ccc(Cl)cc3)ccc2O[C@@H](C)CCCCO[C@H]1CN(C)S(=O)(=O)c1ccc(Cl)cc1	0	x	13	x	x	0.3	x	5
O=S1(=O)NC(=NCC(c2ccco2)N2CCCCC2)c2ccccc21 (centres undefined)	-11	2	9	-2	-1	-0.1	2	-3
O=C(/C=C/c1ccccc1)c1c[nH]c2ccccc12	-6	-32	-41	-2	-5	0.4	-1	-8
Cc1ccc(CNC(=O)c2cc(-c3cc(C)cc(C)c3O)n[nH]2)cc1	-15	10	-1	0	-1	0.1	-1	-5
CCN(CC)c1ncnc2c1ncn2[C@H]1CN(Cc2ccc(F)cc2)C[C@@H](CO)O1	5	2	-28	-2	-7	0.0	-5	-2
CC(=O)CSc1ncnc2sc3c(c12)CCC3	-10	x	4	11	-2	0.1	-1	x
COc1ccc2oc(C(=O)OCC(=O)N(Cc3ccccc3)C(C)(C)C)c(C)c2c1	x	x	7	-2	6	0.2	-3	-1
COc1cccc(C(Nc2ccccn2)c2c(NC(=O)c3ccco3)sc(C)c2C)c1 (centres undefined)	5	6	6	1	-1	0.0	-1	5
Cc1noc(C)c1NC(=O)Nc1ccc2c(c1)C(=O)N([C@H](C)CO)C[C@@H](C)[C@@H](CN(C)Cc1ccc(C(=O)O)cc1)OCCCC[C@H](C)O2	11	-14	5	x	x	-0.3	x	0
N=C(N)c1ccccc1	7	3&4	-11	-4&-4	-2&1	0.1&-0.3	-2&-1	0&0
Cc1c(NC(=O)CSc2ncccn2)c(=O)n(-c2ccccc2)n1C	x	x	6	-1	-5	-0.1	3	x
CCN(CC)C(=O)COc1ccc2c3c(c(=O)oc2c1C)CCCC3	8	-10	-7	x	-1	0.5	-2	0
O=C(COC(=O)Cc1ccccc1F)Nc1cccc(F)c1	x	x	8	8	0	0.0	-3	x
Cc1cccc(NC(=S)Nc2ccc3cn[nH]c3c2)c1	x	x	-40	1	4	0.2	0	x
O=C(C[C@@H]1C/C=C/CC[C@@H](Cc2ccc(F)cc2)C(=O)OCCNC1=O)N[C@H](CO)Cc1ccccc1	x	6	8	x	3	0.5	x	1
CS(=O)(=O)N1[C@H](C#N)[C@H](c2ccccc2-c2ccccc2F)[C@@H]1CO	10	x	22	0	5	0.0	-4	x
Cc1cc(NS(=O)(=O)c2ccc(NC(=O)CSc3nc4ncc(Cl)cc4[nH]3)cc2)nc(C)n1	11	x	2	-1	-1	0.1	12	-1
Cc1cccc(NC(=O)c2ccc(-n3cncn3)c([N+](=O)[O-])c2)c1	x	-26	-11	9	23	0.1	3	-1
CC(C)(C)c1ccc(NC(=S)NCCc2ccccn2)cc1	1	x	-9	1	0	-0.1	8	x
CCn1c(C)nc2cc(C(=O)N3N=C(CCOC)CC3(O)C(F)(F)F)ccc21 (centres undefined)	-2	x	9	0	-2	0.0	1	x
CCOC(=O)N1C/C(=C\c2ccccc2)C(=O)/C(=C/c2ccccc2)C1	-497	37	29	-4	4	0.3	2	-3
COC(=O)c1cc2nc(-c3ccc(C)cc3)cc(C(F)(F)F)n2n1	6	19	-5	x	1	0.0	0	-1
COc1ccc(-c2csc(Nc3ccccc3)[n+]2Cc2ccccc2)cc1	x	x	-63	-6	2	-0.6	-1	x
C[C@H]1CN([C@@H](C)CO)C(=O)c2cc(C#CCN(C)C)cnc2O[C@H]1CN(C)C(=O)Nc1cccc(F)c1	2	0	0	-1	5	0.1	-6	2
COc1ccccc1CNC(=O)C[C@H]1C[C@H]2c3cc(NC(=O)NC4CCCC4)ccc3O[C@H]2[C@H](CO)O1	-7	-1	3	3	2	0.3	-3	-6
COc1ccc(NC(=O)C(c2ccc(C(F)(F)F)cc2)n2c(=O)c(-c3ccco3)nc3ccccc32)cc1 (centres undefined)	x	x	-18	x	17	-0.1	-3	x
COc1ccccc1CNC(=O)C[C@@H]1C=C[C@H](NC(=O)CC2CC2)[C@@H](CO)O1	3	-4	27	-3	-2	0.1	1	2
COc1ccc(C(=O)N2CCc3cc(OC)c(OC)cc3C2c2ccc(OC)c(OC)c2)cc1 (centres undefined)	-14	18	-26	-2	-1	0.0	1	0
COCCCNC(=O)C[C@H]1C[C@H](C(=O)N(C(C)C)C(C)C)[C@@]2(C)c3[nH]c4cc(CCC(=O)N(C)C)ccc4c3CCN2C1=O	-7	-1	10	-4	4	0.1	-3	0
O=C(NCCc1nc2ccccc2[nH]1)/C(=C/c1ccco1)NC(=O)c1ccccc1Br	-5	-1	21	-8	-8	0.3	1	1
COc1ccc([N+](=O)[O-])cc1NC(=O)CSc1ncccn1	9	x	1	5	4	0.0	-7	x
Cc1ccccc1OCC(=O)Nc1cccc(Cl)c1C	2	-7	-22	-3	1	0.0	3	3
O=C(CSC1=NC2(CCCCCC2)N=C1c1ccccc1)Nc1ccc2c(c1)OCCO2	2	-3	10	x	-3	0.3	x	-1

Some of the entries so far, with two lines to a compound:
Order of results: PGC1a acetyl inh | Statin myotox sup | LGR2 inh | SIRT5 inh | S100A4 MyoIIA | XiGFP reactiv | ERAP1 inh | Cneo AK release
- O=C1NC(Cc2ccc(O)cc2)c2nc3cc(F)ccc3c(=O)n2-c2cc3ccccc3cc21 (centres undefined)
 : x | -12 | 26 | x | -5 | 0.0 | 3 | -3
- O=C(C[C@@H]1C/C=C/CC[C@@H](Cc2ccc(F)cc2)C(=O)OCCNC1=O)N[C@H](CO)Cc1ccccc1
 : x | 6 | 8 | x | 3 | 0.5 | x | 1
- O=C(CSC1=NC2(CCCCCC2)N=C1c1ccccc1)Nc1ccc2c(c1)OCCO2
 : 2 | -3 | 10 | x | -3 | 0.3 | x | -1
- O=C(/C=C/c1ccccc1)c1c[nH]c2ccccc12
 : -6 | -32 | -41 | -2 | -5 | 0.4 | -1 | -8
- COc1ccccc1CNC(=O)C[C@H]1C[C@H]2c3cc(NC(=O)NC4CCCC4)ccc3O[C@H]2[C@H](CO)O1
 : -7 | -1 | 3 | 3 | 2 | 0.3 | -3 | -6
- Cc1cccc(NC(=O)c2ccc(-n3cncn3)c([N+](=O)[O-])c2)c1
 : x | -26 | -11 | 9 | 23 | 0.1 | 3 | -1

Further records
SMILES	PGC1a acetyl inh	Statin myotox sup	LGR2 inh	SIRT5 inh	S100A4 MyoIIA	XiGFP reactiv	ERAP1 inh	Cneo AK release
C/C(=N\NC(=O)CSc1nc2nc(C)cc(C)n2n1)c1ccccc1	-10	26	-4	x	x	x	x	0
COc1cc(C)c(CNc2cccc(C)c2)cc1C	5	x	8	-5	-13	x	0	x
COc1ccc(-c2sc3ccc(N4CCOCC4)cc3c2C#CCCO)cc1	-15	18	28	-1	-4	0.0	-2	-1
CCOc1ccc(NC(=O)CN2CCc3ccccc3C2)cc1	-13	13	2	0	-10	0.0	-1	2
O=C1c2ccccc2C(=O)N1CCCn1c(=O)oc2ccccc21	5	-16	-2	-6	-1	x	2	5
COc1ccc(NC(=O)c2ccccc2OCc2c(C)noc2C)cc1OC	x	-13	16	-2	-15	0.0	1	1
O=C(OCc1cn([C@H]2CN(C(=O)c3cccs3)[C@@H](c3ccc(Cl)cc3)C[C@@H]2O)nn1)c1ccccc1	-2	5	-14	-1	-3	0.0	-5	4
CCOc1ccccc1C(=O)Nc1cccc(-c2ccc3nncn3n2)c1	-6	-19	-5	-7	1	-0.1	x	3
COCCNc1nc2c(c(=O)n(C)c(=O)n2C)n1CCCc1ccccc1	6	-4	6	x	-1	0.9	24	-1
C[C@@H]1CCCCO[C@@H](CN(C)S(=O)(=O)c2ccccc2)[C@H](C)CN([C@@H](C)CO)C(=O)c2cc(NS(=O)(=O)c3ccccc3)ccc2O1	-3	x	-8	5	-16	0.1	0	-1
Cc1ccccc1CC1CCN(CCCNC(=O)Nc2ccccc2)CC1	x	6	8	0	-13	0.0	0	1
O=c1ccc2ccccc2o1	-1	0	-1	-1	0	0.3	-2	2
O=C(COC(=O)c1cn(-c2ccccc2)nc1-c1ccc(F)cc1)Nc1ncc(Cl)cc1Cl	x	x	-3	1	-9	0.0	0	x
COCCNC(=O)CSc1ccccc1C(=O)NC1CCCc2ccccc21 (centres undefined)	x	0	12	-1	6	0.0	-1	0
CO[C@H]1CN(C)C(=O)c2ccc(NC(C)=O)cc2OC[C@H](C)N(CCC(F)(F)F)C[C@H]1C	-2	4	4	1	-9	0.2	-2	3
COc1ccc2nc(/N=C/c3c(C)[nH]n(-c4ccc(C)cc4)c3=O)sc2c1	x	x	-5	x	14	0.0	-1	-3
Cc1sc2nc(-c3ccccn3)[nH]c(=O)c2c1-c1ccccc1	x	27	-85	1	-3	0.0	17	-6
Cc1ccc(NC(=O)C2Cc3ccccc3C(=O)O2)cc1 (centres undefined)	1	x	-48	-1	2	-0.1	-1	x

Retrieved by structure from the entries so far:
SMILES	PGC1a acetyl inh	Statin myotox sup	LGR2 inh	SIRT5 inh	S100A4 MyoIIA	XiGFP reactiv	ERAP1 inh	Cneo AK release
COc1ccc2nc(/N=C/c3c(C)[nH]n(-c4ccc(C)cc4)c3=O)sc2c1	x	x	-5	x	14	0.0	-1	-3
CO[C@H]1CN(C)C(=O)c2ccc(NC(C)=O)cc2OC[C@H](C)N(CCC(F)(F)F)C[C@H]1C	-2	4	4	1	-9	0.2	-2	3

These rows are one share of the data (hit frequency here may not be typical).
